Keap1-Nrf2 PPI: Keap1-Nrf2 protein-protein interaction inhibitors, primary screen, biochemical, fluorescence polarization, single point; Kelch-like ECH-associated protein 1 (Homo sapiens), Q14145; Keap1 Kelch-Nrf2 peptide fluorescence polarization, 1536-well; inhibition, % at 9.4 µM; 340,000 compounds, 0.15% hits; AID 504523, 2011; in the data active = inhibition above about 12%;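 also: human Keap1 Kelch domain with fluorescein labeled Nrf2 9mer peptide probe; 0% = neutral control wells and 100% = peptide positive control; higher means more block of Keap1 binding to Nrf2 peptide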
PfHsp90 set2: growth inhibition of PfHsp90-expressing yeast, primary screen, antimalarial PfHsp90 inhibitor project, S. cerevisiae, BacTiter-Glo luminescence, single point, set 2 | BacTiter-Glo ATP, 48 h; yeast lacking PDR1 and PDR3 efflux regulators | inhibition, % at 9.4 µM | 310,000 compounds, 0.32% hits | AID 504621, 2011;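 active = every replicate shows inhibition above about 80%, whatever the replicate mean, limit read from the data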;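 also: 0% = DMSO neutral controls and 100% = 20 µM radicicol positive controls; yeast relying on Plasmodium falciparum Hsp90 in place of its own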
dFosB activator: activators of delta FosB homodimer, primary screen, biochemical, fluorescence polarization, TAMRA-CDK5 oligo, single point; 340,000 compounds, 0.99% hits; purified delta FosB; percent of positive-control signal above neutral wells; Protein FosB (Mus musculus), P13346; activation, % at 25 µM; AID 493131, 2011;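 active = mean activation above about 17%, with every replicate also reaching it, limit read from the data, passing the limit was not always enough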;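 also: fluorescence polarization rise as delta FosB binds a TAMRA Cdk5 AP-1 oligo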
CDK5 inh: inhibitors of human CDK5/p35 kinase, primary screen, biochemical, single concentration. Cyclin-dependent kinase 5 (Homo sapiens) + Cyclin-dependent kinase 5 activator 1 (Homo …. Recombinant CDK5/p35, ADP-Glo luminescence, 60 min. 330,000 compounds, 0.01% hits. inhibition, % at 10 µM;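 active = highest replicate inhibition of at least 50% and at least 75% of replicates reaching 50%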;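 also: plate controls were DMSO neutral control for no effect and GW8510 at 10 µM for full effect; many of its hits are not listed in these tables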
Target sequence (Q00535 whole entry, looked up): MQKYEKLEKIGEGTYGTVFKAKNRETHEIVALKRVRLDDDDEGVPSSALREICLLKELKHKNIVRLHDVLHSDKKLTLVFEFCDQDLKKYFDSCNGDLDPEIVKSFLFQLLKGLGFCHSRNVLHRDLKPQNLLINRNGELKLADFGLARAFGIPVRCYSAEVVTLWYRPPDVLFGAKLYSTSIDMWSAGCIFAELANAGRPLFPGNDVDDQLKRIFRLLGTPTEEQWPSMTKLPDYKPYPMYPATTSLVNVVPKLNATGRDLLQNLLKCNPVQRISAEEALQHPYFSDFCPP
Target sequence (Q15078 whole entry, looked up): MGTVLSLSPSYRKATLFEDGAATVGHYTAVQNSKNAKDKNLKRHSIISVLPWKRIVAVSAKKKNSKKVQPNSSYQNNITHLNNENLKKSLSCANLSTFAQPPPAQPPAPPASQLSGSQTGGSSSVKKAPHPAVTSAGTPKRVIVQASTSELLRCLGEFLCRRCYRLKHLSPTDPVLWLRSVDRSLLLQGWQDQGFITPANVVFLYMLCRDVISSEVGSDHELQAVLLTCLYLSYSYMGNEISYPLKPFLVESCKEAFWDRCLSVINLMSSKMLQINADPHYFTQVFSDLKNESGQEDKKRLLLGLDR
Cardiac RTF inh: cardiac RTF calcium sensitivity inhibitors, primary screen, biochemical, IANBD-TnC fluorescence, EC70 calcium; IANBD-labeled cardiac RTF, Ca2+ fluorescence; inhibition, % at 7.15 µM; 340,000 compounds, 0.12% hits; AID 493244, 2011;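 active = inhibition above the mean inhibition of all tested compounds plus 3 SD, cut at about 17% in these data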;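 also: assay run at fixed EC70 calcium of 1.6 mM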
PvdQ inh: P. aeruginosa PvdQ acylase inhibitors, primary screen, biochemical, fluorescence, plate reader and imaging, single point. purified PvdQ acylase. inhibition, % at 10 µM. 340,000 compounds, 0.063% hits. AID 488965, 2010; in the data active = inhibition above about 30%, passing the limit was not always enough;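 also: 0% = vehicle neutral wells and 100% = reference inhibitor wells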
NSD2 HMT inh: NSD2 histone methyltransferase inhibitors, primary screen, biochemical, AlphaScreen, single concentration, set 2; inhibition, % at 12.5 µM; AID 743445, 2014; 310,000 compounds, 0.54% hits; NSD2 peptide methylation, 120 min; Histone-lysine N-methyltransferase NSD2 (Homo sapiens), O96028; in the data active = inhibition above about 50%
cardiac RTF act: cardiac RTF calcium sensitivity activators, primary screen, biochemical, IANBD-TnC fluorescence, EC20 calcium. Troponin I, cardiac muscle (Homo sapiens) + Troponin T, cardiac muscle (Homo sapiens) + …. IANBD-labeled TnC RTF fluorescence at EC20 calcium; 0% EC20 calcium, 100% full calcium. activation, % at 7.2 µM. 340,000 compounds, 0.24% hits;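 active = activation above the mean over all tested compounds plus 3 SD, cut at about 30% in these data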;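 also: rise in fluorescence read as greater calcium sensitivity of cardiac thin filaments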
C-LANA FP: inhibitors of KSHV C-LANA binding to DNA, primary screen, biochemical, fluorescence polarization, FAM-LBS DNA, MBP-C-LANA, single point. 340,000 compounds, 0.078% hits. Kaposi's sarcoma herpesvirus LANA C-terminal domain (residues 932-1162) DNA binding. inhibition, % at 9 µM;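 active = highest replicate inhibition at or above 60% at 9 µM, even if other replicates fall short; inactive = all replicates below 60% inhibition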;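 also: 0% = neutral control wells and 100% = 4 µM acridine orange control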
SUMO Mot1 rescue: yeast Mot1-301 growth rescue at high temperature, primary screen, SUMOylation pathway inhibitor project, S. cerevisiae, ATP luminescence, 38.5C; S. cerevisiae Mot1-301 growth rescue; percent above DMSO median, 100 means doubled; 320,000 compounds, 1% hits; growth rescue, % at 18.8 µM;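 active = every valid replicate shows activation above 250% relative to neutral control wells; inactive = the rest, any valid replicate at or below 250%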;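 also: OY570 slx delta 5 strain wells were the positive control but not used for scaling; some compounds called inactive have numbers as strong as hits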
Rtt109 HAT inh: inhibitors of C. albicans Rtt109/Vps75 HAT, primary screen, biochemical, ThioGlo CoA-SH fluorescence, plate reader; Histone acetyltransferase RTT109 (Candida albicans (strain SC5314 / ATCC MYA-2876)), …; purified Rtt109/Vps75, 4 h; inhibition, % at 34.9 µM; 330,000 compounds, 0.16% hits;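 active = inhibition of at least 50% in every replicate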
Target sequence (Q5AAJ8 whole entry, looked up): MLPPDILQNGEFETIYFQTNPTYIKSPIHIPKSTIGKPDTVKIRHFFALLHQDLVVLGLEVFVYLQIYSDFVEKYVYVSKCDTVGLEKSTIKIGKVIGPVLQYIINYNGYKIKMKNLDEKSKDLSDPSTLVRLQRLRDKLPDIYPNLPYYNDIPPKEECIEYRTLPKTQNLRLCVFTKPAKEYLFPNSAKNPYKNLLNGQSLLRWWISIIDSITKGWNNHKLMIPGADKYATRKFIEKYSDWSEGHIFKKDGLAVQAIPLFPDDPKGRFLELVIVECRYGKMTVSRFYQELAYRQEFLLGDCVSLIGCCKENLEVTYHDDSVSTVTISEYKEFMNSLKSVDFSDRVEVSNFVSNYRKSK
* = called active by the depositor; · = not tested or not shown.

SMILES	Keap1-Nrf2 PPI	PfHsp90 set2	dFosB activator	CDK5 inh	Cardiac RTF inh	PvdQ inh	NSD2 HMT inh	cardiac RTF act	C-LANA FP	SUMO Mot1 rescue	Rtt109 HAT inh
Cc1ncc([N+](=O)[O-])n1CC(=O)Nc1ccc(F)c(Cl)c1	-3	22	-1	-0.2	-11	-2	-2	-4	0.6	-2	5
O=S(=O)(NNc1cccc(Cl)n1)c1ccc(Cl)cc1	-3	7	-3	5.2	1	8	-2	-3	-1.1	·	-5
Oc1[nH]c2ccccc2c1N=NC(=S)N1CCOCC1	-3	0	-5	0.2	-8	2	7	-5	-2.3	1	1
CC1Cc2cc(/C(O)=C3/C(=O)C(=O)N(CCCN4CCOCC4)C3c3ccc(C(C)C)cc3)ccc2O1 (stereo not given)	0	34	-5	-2.0	2	-8	3	2	-0.6	-3	19
CCOC(=O)C1(Cc2cccc(OC)c2)CCN(Cc2cccc3c2OCO3)CC1	-11	9	-8	-1.0	4	3	3	6	-1.4	-5	1
Cc1ccc2cccc(OCC(=O)Nc3cccc(S(=O)(=O)N4CCCC4)c3)c2n1	0	-15	-19	-0.2	-4	-12	1	4	2.1	21	3
COc1cc(C(=O)NCCc2ncccc2C)ccc1OC1CCN(C(C)=O)CC1	0	10	-8	0.7	0	-9	1	2	-1.5	-11	-13
Cc1nc2c(c(-c3ccccc3)c1C#N)C(=O)c1ccccc1-2	2	3	-5	1.3	-6	0	1	1	-0.4	7	6
Clc1ccc(-c2nnc3n2CCCC3)cc1Cl	3	5	-5	-1.5	1	2	0	-2	-0.3	-5	0
COc1ccccc1/C=C1\SC(=S)N(CCC(=O)Nc2ccc(C(=O)O)c(O)c2)C1=O	-2	-6	-15	0.9	2	-14	30	1	10	25	-3
O=C(c1cccc(Cl)c1)N1CCC(=O)N(C(CO)Cc2ccccc2)CC1 (stereo not given)	-4	·	-5	-2.3	-13	-17	·	8	0.4	-16	7
COc1ccccc1N1CCN(C(=S)Nc2cccc(C)c2)CC1	0	7	-10	0.3	-6	-9	0	2	-0.5	-5	7
COc1ccc(-n2c(SCC(=O)Nc3nccs3)nc3c(c2=O)SCC3)cc1	-2	-22	11	0.2	-5	-17	·	3	-0.3	0	-20
CCOC(=O)C1=C(COC(=O)Cc2c(F)cccc2Cl)NC(=O)NC1C (stereo not given)	-4	1	-12	0.0	-1	7	1	-7	-0.6	1	6
Cc1occc1C(=O)NC1CCCCCCC1	-4	-21	-5	-3.9	2	2	2	-1	2.6	-20	-4
COc1ccc(OC)c(NC(=O)Nc2ccc(O)c3ccccc23)c1	1	108*	-2	5.0	0	0	6	-6	1.1	-4	-5
COc1ccc(-c2ccnc(-c3ccncc3)n2)cc1	0	-2	-21	1.5	-3	-12	2	1	0.2	59	-13
CC1CCCCC1NC(=O)CN(C)S(=O)(=O)c1cccc2cccnc12 (stereo not given)	-3	22	-8	-0.5	5	-5	-4	2	-2.9	10	3
Cc1ccc(C(=O)NC(=S)N2CCN(C)CC2)cc1Br	-1	13	5	-1.6	2	-10	-2	2	-0.4	·	1
COc1cc(CNc2ccc(S(N)(=O)=O)cc2)ccc1OCC(=O)NC1CCCCC1	11	-23	-11	1.7	-2	10	-1	4	-3.6	-3	7
O=S(=O)(c1cccc(C(F)(F)F)c1)N1CCC(c2cc(-c3cccc4ccccc34)n[nH]2)CC1	0	-25	8	1.2	-2	0	-8	-1	3.1	-13	-7
CCOc1ccc(S(=O)(=O)N2CCN(c3ncccn3)CC2)cc1	-3	2	4	-1.2	0	-1	-2	-3	-1.0	316	2
O=c1[nH]nc(SC2CCCCC2)c(=O)[nH]1	-6	-30	-2	-1.1	-6	-7	-1	-4	1.5	·	2
CC(C)Cc1ccc(S(=O)(=O)Nc2ccc3[nH]c(=O)[nH]c3c2)cc1	-3	-32	-3	-2.4	-6	-8	-1	3	0.9	-16	-4

2 compounds drawn at random from those above, as already listed:
SMILES	Keap1-Nrf2 PPI	PfHsp90 set2	dFosB activator	CDK5 inh	Cardiac RTF inh	PvdQ inh	NSD2 HMT inh	cardiac RTF act	C-LANA FP	SUMO Mot1 rescue	Rtt109 HAT inh
Cc1ccc(C(=O)NC(=S)N2CCN(C)CC2)cc1Br	-1	13	5	-1.6	2	-10	-2	2	-0.4	·	1
Cc1occc1C(=O)NC1CCCCCCC1	-4	-21	-5	-3.9	2	2	2	-1	2.6	-20	-4

More records
SMILES	Keap1-Nrf2 PPI	PfHsp90 set2	dFosB activator	CDK5 inh	Cardiac RTF inh	PvdQ inh	NSD2 HMT inh	cardiac RTF act	C-LANA FP	SUMO Mot1 rescue	Rtt109 HAT inh
COC(=O)c1ccc(CNC(=O)COC(=O)c2cc(Cl)nc(Cl)c2)cc1	-3	5	2	0.4	-9	0	-2	1	0.6	10	3
Nc1ccc(S(=O)C(F)(F)F)cc1 (stereo not given)	3	1	2	1.0	4	-12	-2	-1	-0.6	-7	6
CCc1ccc(NCc2nc(-c3ccccc3)no2)cc1	-7	-12	-9	0.2	-5	-11	-2	10	0.5	240	-2
Cc1cc(NS(=O)(=O)c2ccc(NC(=O)N[C@H](C(=O)O)C(C)C)cc2)no1	0	6	0	2.1	-6	-10	4	4	2.1	11	-4
O=c1ccccn1CCOc1ccccc1Cl	1	4	4	0.4	-2	4	1	1	1.2	2	1
CCNc1nc(NC(N)=S)nc(NC(C)(C)C)n1	·	10	-6	-3.1	-5	-10	0	-1	1.6	-1	-3
O=C(Nc1nnc(S(=O)(=O)N2CCN(c3ccc(F)cc3)CC2)s1)c1ccccc1	-1	-1	14	·	-4	-6	1	0	0.5	-7	-1
Cc1ccccc1NC(=O)NCCCN1CCCC1=O	2	10	1	0.3	-4	-4	-3	-4	-1.0	2	-8
CCCn1nnc(NC(=O)c2cccnc2Cl)n1	0	10	-5	1.0	1	6	-6	-7	-1.2	0	-7
COCCCN(C(=O)c1cc(C)oc1C)c1c(N)n(CC(C)C)c(=O)[nH]c1=O	-1	·	-3	0.5	-9	-8	-2	-3	-1.3	-15	-1
O=C(NCCCN1CCOCC1)c1cccs1	-3	-18	-1	-0.9	-9	-15	1	-22	-1.8	-6	-7
CC(C)CNC(=S)NNC(=O)c1ccc(OC(F)F)cc1	0	7	-1	-1.2	-7	1	2	0	-0.5	-13	1
NC(=O)C1CCN(C(=O)C2(NC(=O)Nc3cccc(F)c3)CCCCC2)CC1	2	-2	-7	-1.4	-2	-12	-2	-3	0.5	168	-1
COc1ccc(C=O)cc1Cn1c(=O)n(CCC(=O)NCc2ccco2)c(=O)c2sccc21	1	17	94*	-0.8	-9	-4	-6	2	0.6	-17	-8
Cc1cc(C)n(C(=O)COc2ccccc2C)n1	1	·	-1	0.3	-24	-5	3	3	-1.3	-6	2
Clc1ccccc1Cn1nnc2c(N3CCOCC3)nc(C3CC3)nc21	-6	14	-8	0.8	-1	-19	-2	3	1.4	25	4
CN1C(=O)[C@H]2[C@@H](/C=C/c3ccccc3)N3C(=O)CN(CC4CC4)C(=O)[C@@]3(C)[C@H]2C1=O	-6	1	4	-1.9	6	9	·	-11	-0.6	386	2
COc1ccc2c(c1)C(=O)N(c1ccccc1OC)C(=O)C2	-6	-21	-9	-0.8	-2	-11	3	-5	2.7	6	-4
COC(=O)COc1ccc(S(=O)(=O)Nc2ccc(NC(C)=O)cc2)cc1	-4	-15	5	-3.1	-8	-16	-2	4	-0.3	-20	-2
C=CCCN(C1CCCC1)S(=O)(=O)c1ccccc1Br	-3	12	4	-2.4	6	-4	·	0	0.4	22	1
CC(C)N(CCc1ccncc1)C(=S)Nc1cccc(Cl)c1	-4	-41	6	-2.1	7	-8	1	0	0.0	-3	-3
CCCNC(=O)CN(C)S(=O)(=O)c1ccc(F)cc1	2	22	2	-1.9	1	-5	-1	1	-0.2	184	-7
Cc1cc(-c2nnc(SCC(=O)Nc3nc(-c4ccc(Cl)cc4)cs3)o2)no1	-2	-30	10	1.2	-6	-17	·	-2	-0.9	-8	1
O=C(Nc1cccc([N+](=O)[O-])c1)c1ccccc1	0	-64	-7	-0.7	-9	-10	-3	9	-1.2	3	3
COc1ccc(N2CCN(c3ccc([N+](=O)[O-])nc3)CC2)cc1	-1	22	-4	-7.6	-2	-4	0	12	-1.9	·	3
COc1ccc(C2NC(C(=O)O)Cc3c2[nH]c2ccccc32)cc1OC (stereo not given)	3	-2	3	-1.4	-8	-3	·	2	3.2	37	0
CC(=O)C1C(=O)CC(C)(O)C(C(C)=O)C1c1ccccc1 (stereo not given)	-2	-8	-5	0.9	-2	4	7	1	2.3	-13	8
CC(=O)N1c2ccc([N+](=O)[O-])cc2NC(=O)CC1C (stereo not given)	-2	-23	7	-0.5	-3	-9	-4	4	0.6	600*	-16
Cn1c(NC(=O)c2ccccc2Br)cc(=O)n(C)c1=O	0	5	-9	-0.5	-1	-8	·	-3	-0.8	34	-6
CCOc1ccc(N2CC(C(=O)NCCCc3ccccc3)CC2=O)cc1 (stereo not given)	-3	-5	-2	0.3	-6	-9	1	1	1.6	-11	-7
COc1cccc(C(=O)Cn2c(N3CCCCC3)nc3c2c(=O)n(C)c(=O)n3C)c1	3	10	-10	0.9	-4	8	0	4	1.2	125	9
O=C(c1ccccc1)N1CCCCC1	-4	9	2	-1.9	-3	-16	·	19	0.1	·	-6
C/C(=N\Nc1ccc(Cl)nn1)c1ccccc1O	-1	3	-7	-0.3	-3	-4	-2	1	-1.0	·	-1
O=C(N=C1SC2CS(=O)(=O)CC2N1Cc1ccc(F)cc1)C1CC1 (stereo not given)	-3	12	2	0.2	0	14	-3	3	1.0	-4	-7
CC(=O)Nc1ccc(S(=O)(=O)Nc2c(C)n(C)n(-c3ccccc3)c2=O)cc1	-3	0	-4	-1.0	4	-8	1	-4	0.2	34	-5
